SNCA expr inh: inhibitors of alpha-synuclein (SNCA) gene expression. Potency, µM (series often up to 57.2 µM), for inactives: at the top dose activity change, negative = inhibition, usual class: inhibitors. 140,000 compounds, 0.17% hits. HEK-293 SNCA-luciferase knock-in, luminescence, 24 h;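 also: potency is read from the fitted curve at half-maximal effect; plate controls were DMSO cells for no effect and cell-free wells for full effect; nearly all actives have a fitted effect of over 45% in size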
Luciferase inh: blocks purified firefly luciferase enzyme activity; P08659; purified P. pyralis luciferase, luminescence, biochemical; Potency, µM (titrated, usually from 115 µM), inactives show at the top dose activity change, negative = inhibition, usual class: inhibitors; 76,000 compounds, 2.5% hits; also: potency is read from the fitted curve at half-maximal effect; nearly all actives have a fitted effect of over 65% in size
Target sequence (P08659 whole entry, looked up): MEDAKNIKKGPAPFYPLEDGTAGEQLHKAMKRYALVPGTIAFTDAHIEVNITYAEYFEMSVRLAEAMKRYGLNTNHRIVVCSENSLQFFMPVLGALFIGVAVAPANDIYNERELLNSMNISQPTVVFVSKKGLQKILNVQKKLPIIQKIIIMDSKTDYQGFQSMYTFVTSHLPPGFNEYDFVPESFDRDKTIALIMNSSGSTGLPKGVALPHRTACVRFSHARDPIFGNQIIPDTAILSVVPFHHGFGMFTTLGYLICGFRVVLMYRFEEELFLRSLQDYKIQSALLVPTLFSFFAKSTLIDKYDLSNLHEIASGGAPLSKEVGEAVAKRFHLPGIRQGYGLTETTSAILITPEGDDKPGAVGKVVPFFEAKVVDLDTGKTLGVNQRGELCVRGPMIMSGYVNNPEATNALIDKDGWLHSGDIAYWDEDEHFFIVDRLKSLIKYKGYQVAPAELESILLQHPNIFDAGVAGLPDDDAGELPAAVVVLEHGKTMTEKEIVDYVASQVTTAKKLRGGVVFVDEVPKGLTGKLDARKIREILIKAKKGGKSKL
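Luminescence read by CCD imaging after purified firefly luciferase (10nM final) was added to substrate buffer holding 10uM D-luciferin and 10uM ATP, pH 7.5, pre-dosed with compound.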
3T3 cytotox: cytotoxic compounds in NIH 3T3 cells. Potency, µM (doses to about 96.7 µM), inactives show at the top dose activity change, negative = cytotoxicity, hits mostly inhibitors. AID 1345082. NIH 3T3 viability, CellTiter-Glo ATP luminescence, 48-72 h. 94,000 compounds, 4.3% hits; also: potency is read from the fitted curve at half-maximal effect; nearly all actives have a fitted effect of over 55% in size
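Cytotoxicity is measured as loss of cellular ATP: NIH 3T3 cells (400/well) are exposed to compound for 48 or 72 hr at 37 °C, then CellTiter-Glo luminescence is imaged after 10 min at room temperature.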
IP6K1 inh: blocks human inositol hexakisphosphate kinase 1; 140,000 compounds, 0.81% hits; IP6K1 kinase, ADP-Glo luminescence, 2 h; active compounds read low; activity change, % (series mostly up to about 58 µM); Q92551; AID 1645851; in the data active = activity change below about -25%
Target sequence (Q92551 whole entry, looked up): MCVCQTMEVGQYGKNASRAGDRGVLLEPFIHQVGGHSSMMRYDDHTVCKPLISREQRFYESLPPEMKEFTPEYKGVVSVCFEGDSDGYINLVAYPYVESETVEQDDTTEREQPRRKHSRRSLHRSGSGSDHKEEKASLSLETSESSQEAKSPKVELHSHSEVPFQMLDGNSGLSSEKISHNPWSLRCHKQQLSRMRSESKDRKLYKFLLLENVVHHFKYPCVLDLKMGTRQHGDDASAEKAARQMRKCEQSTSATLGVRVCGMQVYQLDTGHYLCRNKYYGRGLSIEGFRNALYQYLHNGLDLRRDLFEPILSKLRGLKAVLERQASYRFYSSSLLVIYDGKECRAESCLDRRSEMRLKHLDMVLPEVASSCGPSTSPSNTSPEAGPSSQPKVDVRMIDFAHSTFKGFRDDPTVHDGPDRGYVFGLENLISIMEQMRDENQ
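ADP-Glo luminescence measures ADP made by human IP6K1 during a 2 h RT reaction with ATP/IP6 (mix at 1.3 mM/130 uM); top library doses 57.5 and 19.1 uM final.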
SNCA viab count: cell viability loss counter-screen; 150,000 compounds, 0.12% hits; HEK-293-SNCA-luc viability, GF-AFC fluorescence, 24 h; Potency, µM (titrated, usually from 57.1 µM), for inactives: at the top dose activity change, negative = cytotoxicity, most hits filed as cytotoxic;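 also: potency is read from the fitted curve at half-maximal effect; 0% = DMSO-treated cells and -100% = medium-only wells without cells; nearly all actives have a fitted effect of over 30% in size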
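Cytotoxicity counterscreen: after 24 h compound treatment of genome-edited SNCA-luciferase HEK-293 cells, live-cell protease substrate GF-AFC read by fluorescence after 30 min; activity scaled between DMSO (0%) and medium-only (-100%), curves Hill-fitted.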
GPT2 inh: inhibitors of human GPT2 alanine aminotransferase. Q8TD30. Recombinant GPT2, coupled pyruvate oxidase/HRP Amplex Red fluorescence. Potency, µM (top dose mostly 57.7 µM), for the others: top-dose activity change, negative = inhibition, actives largely listed as inhibitors. 100,000 compounds, 0.25% hits; also: potency is read from the fitted curve at half-maximal effect; nearly all actives have a fitted effect of over 60% in size; many of its hits are not listed in these tables
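Fluorescence read-out: pyruvate from GPT2 turnover coupled to pyruvate oxidase, HRP and Amplex Red (0.2mM ThPP, 0.2U/mL PO and HRP, 50uM Amplex final). Substrates 250uM a-KG, 2mM L-alanine; enzyme 10ng/uL; 30 min RT.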
HEK cytotox: cytotoxic compounds in HEK 293 cells. Potency, µM (highest dose often 115 µM), inactives show at the top dose activity change, negative = cytotoxicity, actives largely listed as inhibitors. 94,000 compounds, 6.6% hits. HEK 293 viability, ATP luminescence (CellTiter-Glo), 48-72 h. AID 1345083; also: potency is read from the fitted curve at half-maximal effect; nearly all actives have a fitted effect of over 60% in size
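Read-out: CellTiter-Glo ATP luminescence. Cells: HEK 293, 250 cells/well. Exposure: 48 or 72 hr, 37 degree Celsius.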
Active calls of the source: *; i = inactive; ? = inconclusive; nt = not tested or not shown; [ ] = dose if it differs, or a comment. Unless noted, calls follow the shape of the dose curve; as a rule, active = well fitted curve in the direction sought with a large enough effect; inconclusive = small, poorly fitted or top-dose-only effect, or another doubt; inactive = no such curve, though single readings can be large; an effect the other way counts as inactive or inconclusive. Unless noted, % is scaled to controls: 0 for no effect and ±100 for the full control effect.

SMILES	SNCA expr inh	Luciferase inh	3T3 cytotox	IP6K1 inh	SNCA viab count	GPT2 inh	HEK cytotox
O=C(Cc1ccc(F)cc1)N1CCC(C(=O)N2CCC(c3nc4ncccc4[nH]3)CC2)C1 (centres undefined)	-18%	nt	-3%	20	-7%	1%	i
COCCc1noc(-c2ccccc2OC2CN(C(=O)c3cnccn3)C2)n1	-12%	4%	-17%	0	2%	i	1%
Cc1nc(-c2cn(C3CCCN(C(=O)c4cccc(C#N)c4)C3)nn2)no1 (centres undefined)	-12%	4%	-25%	0	-1%	i	-6%
CCS[C@H]1CCN2C(=O)c3cc(-c4ccccc4)ccc3NC(=O)[C@H]12	?	-3%[172 µM]	-29%[174 µM]	-3	-14%[87.6 µM]	0%[88.5 µM]	?
COCC(=O)NC1CCN(Cc2ccc(-c3ccsc3)cc2)C1 (centres undefined)	14%[87.6 µM]	nt	?	4	5%[87.6 µM]	i	?
COc1ccc2cc1Nc1ccc(cc1)C[C@H](NCc1ccc(C)o1)C(=O)N(C)[C@H](C(=O)NCCC(C)C)C2	-19%	-2%	?	12	-14%	i	?
COc1ccc(-c2nc(-c3ccc(-c4cccc(Cl)c4)o3)[nH]c2-c2ccc(OC)cc2)cc1	nt	nt	nt	10	0%	-11%	nt
COC(=O)[C@H](NC(=O)[C@@H]1[C@@H](NC(=O)Nc2cccc(OC)c2)CCN1C(=O)CSC)C(C)C	2%	-2%	0%	-9	6%	i	-20%
c1cncc(-c2nc3c(c(NCc4ccccc4-n4ccnc4)n2)CNC3)c1	37%[activator]	-1%	-5%	13	-8%	-18%	-16%
COC1CCC12CCN(C(=O)c1ccc3[nH]ccc3c1)CC2 (centres undefined)	15%	-29%	?	-12	2%	-5%	?
O=C(CNC(=O)c1ccc(-c2cccc(C(F)(F)F)c2)cc1)NCC(F)(F)F	0%	nt	-35%	-1	1%[12.5 µM]	-7%	?
Cc1ccccc1OCC(=O)N1CCc2c(nc3cc(-c4ccccc4Cl)[nH]n3c2=O)C1	3%	-24%	?	28	2%	i	?
Cc1ccccc1N1Cc2c(ncnc2N2CCOCC2)N(C)CC1=O	-13%	2%	-17%	-4	-7%	4%	-3%
CC(=O)Nc1ccc(CN2CCCC3(CNS(=O)(=O)c4cccnc4O3)C2)cc1 (centres undefined)	16%	nt	i	12	3%	-4%	i
Cc1ccc(C)c(NC(=O)C2CC(=O)N(c3n[nH]c4cc(Br)ccc34)C2)c1 (centres undefined)	-26%	-6%	-8%	-8	6%	i	-6%
COc1ccc(-c2nc(SCC(=O)N3CCN(c4ccc(F)cc4)CC3)n[nH]2)cc1	6%	nt	nt	-11	27%	nt	nt
Cc1scc(C(=O)NC2CC(c3cc(=O)[nH]c(N)n3)C2)c1-c1ccccc1 (centres undefined)	16%	0%	-22%	28	-21%	-10%	-20%
CCOC(=O)c1ccc(CN(Cc2ccc(OC)cc2)S(=O)(=O)c2cccc(C(F)(F)F)c2)cc1	11%	nt	nt	15	10%	nt	nt
O=C(Nc1ncc([N+](=O)[O-])s1)c1cccs1	58%[25.6 µM]	nt	nt	6	1%[23.9 µM]	?	nt
COc1ccc(C(=O)NC2CCN(c3nccc(Nc4ccccc4F)n3)CC2)cc1	-1%	nt	-36%	5	-19%[12.5 µM]	-7%	?
NC(=O)C1CCN(C(=O)Cn2c(-c3cccs3)cc3ccccc32)CC1	15%	nt	nt	11	13%	nt	nt
O=C(Nc1cccc(Cl)c1)c1cn2cc(-c3ccc(C(F)(F)F)cc3)sc2n1	-5%	nt	-32%	-6	5%	i	-26%
Cc1cc(C(=O)N2CCc3nn(Cc4ccccc4)c(=O)n3CC2)n(C)n1	2%	2%	-5%	-9	0%	-13%	-2%
COc1ccc(OC2CCN(S(=O)(=O)c3ccc(OC)cc3)CC2)cc1	-13%	nt	nt	29	14%	nt	nt
COc1cc(OC)cc(-c2ccc3ncc4ccc(=O)n(-c5ccc(N6CCNCC6)c(C(F)(F)F)c5)c4c3c2)c1	-9%	nt	nt	nt	?	4%	nt
CC(C)OCCCNc1nc2c(S(=O)(=O)c3ccccc3)nnn2c2ccccc12	3%	nt	i	-5	5%	2%	2%
COCCN[C@@H]1C[C@@H]2c3[nH]c4ccccc4c3C[C@@H](C(=O)OC)N2[C@H](c2cccc(OC)c2)C1	-12%	-24%	?	-8	2%	?	22µM*
CCc1ccc(-n2c(=O)c3c4c(sc3n(CC(=O)c3ccc(F)cc3)c2=O)CCC4)cc1	-12%	nt	nt	-3	2%	nt	nt
Cc1cc(C)n(CC(=O)NC2CCc3nn(CC4CC4)c(=O)n3CC2)c(=O)n1 (centres undefined)	8%	-2%	-14%	6	0%	i	-4%
COc1ccc(Nc2ccnc(N3CCCC(C(=O)NCCc4ccccc4)C3)n2)cc1 (centres undefined)	27%	nt	?	18	-8%[12.5 µM]	i	?
O=C(NCCc1ccccc1)c1cc(-c2ccccc2)nc2n[nH]c(-c3ccccc3)c12	79%[activator]	nt	nt	1	-13%	nt	nt
O=C(c1cc(-c2cccc(C(F)(F)F)c2)c2nncn2n1)N1CCOCC1	-1%	nt	-42%	5	3%	-33%	-32%
CCOc1ccccc1CN1C[C@@H](CO)[C@H](c2ccccn2)C1	6%	8%	-8%	9	-3%	i	-13%
Cc1ccc(Cl)cc1NC(=O)N1CCCC(Cn2cnc3cccnc32)C1 (centres undefined)	1%	3%	-19%	2	-1%	i	-10%
O=C(CN1CCn2nc(C(O)CO)cc2C1)Nc1ccc(Cl)cn1 (centres undefined)	10%	-5%	-11%	13	8%	2%	4%
COc1ccc(-c2nn(C)c3sc(C(=O)NCCN(C)C)cc23)cc1OC	23%	nt	nt	17	-2%	nt	nt
CCOc1ccc(C(=O)NCCn2cc(SCC(=O)Nc3ccc4c(c3)OCCO4)c3ccccc32)cc1	-24%	nt	nt	16	?	nt	nt
Cc1ccc(-c2[nH]c3ccccc3c2SCCNC(=O)c2ccc(S(=O)(=O)N3CCOCC3)cc2)cc1	-2%	nt	nt	0	7%	nt	nt
CCCCS(=O)(=O)Nc1ccc([C@H]2OCC(=O)N(Cc3ccc(OC)cc3)[C@@H]2CO)cc1	-12%	-2%	-15%	2	0%	2%	?
CNC(=O)[C@H]1C[C@]2(CCCCN(CCO)C2=O)N(C(=O)Nc2ccccc2)[C@H]1c1ccco1	nt	nt	?	9	nt	nt	1%

A draw from above in order of SMILES length, low to high:
SMILES	SNCA expr inh	Luciferase inh	3T3 cytotox	IP6K1 inh	SNCA viab count	GPT2 inh	HEK cytotox
Cc1ccccc1N1Cc2c(ncnc2N2CCOCC2)N(C)CC1=O	-13%	2%	-17%	-4	-7%	4%	-3%
Cc1ccc(Cl)cc1NC(=O)N1CCCC(Cn2cnc3cccnc32)C1 (centres undefined)	1%	3%	-19%	2	-1%	i	-10%
COc1ccc(OC2CCN(S(=O)(=O)c3ccc(OC)cc3)CC2)cc1	-13%	nt	nt	29	14%	nt	nt
COc1ccc(C(=O)NC2CCN(c3nccc(Nc4ccccc4F)n3)CC2)cc1	-1%	nt	-36%	5	-19%[12.5 µM]	-7%	?
COc1ccc(Nc2ccnc(N3CCCC(C(=O)NCCc4ccccc4)C3)n2)cc1 (centres undefined)	27%	nt	?	18	-8%[12.5 µM]	i	?

(next part)
SMILES	SNCA expr inh	Luciferase inh	3T3 cytotox	IP6K1 inh	SNCA viab count	GPT2 inh	HEK cytotox
O=C1CC(Cc2cc(N3CCCCC3)ncn2)CN1c1ccccc1 (centres undefined)	15%	-4%	-20%	4	0%	i	-28%
CC1=NS(=O)(=O)N(C)C=C1C(=O)OCc1nc(-c2cccs2)no1	16%	-23%	-22%	-8	6%	-15%	-27%
O=C(NCCCc1ccccc1)c1cc(-c2cc(Cl)cc(Cl)c2)c2cccn2n1	14%	nt	?	-11	11%	-11%	?
COc1ccc(N2CC(NC(=O)C3CC3)CC2=O)cc1 (centres undefined)	-7%	nt	nt	8	-12%	nt	nt
COc1ccc(OC)c(NC(=O)CCn2cccn2)c1	13%	nt	nt	-11	9%	nt	nt
COc1ccc(Cc2nc3nccc(-c4cccnc4)n3n2)cc1	35%[activator]	5%	-19%	-11	10%	i	6%
CC1(C(=O)NCC2CC2)CCCc2cnc(Nc3ccccc3)nc21 (centres undefined)	?	3%[172 µM]	?	-8	-26%[87.6 µM]	2%[88.5 µM]	?
Cn1cncc1C(=O)NC1CCN(c2ccc(=O)n(C)n2)CC1	30%[activator]	-2%	-13%	8	2%	4%	4%
O=C(NCCC1CCN(C(=O)Nc2ccccc2F)CC1)c1ccccc1F	45%[activator]	-13%	-21%	-3	7%	i	?
Cc1cc(C)cc(NC(=O)C2CC(=O)N(c3ccccc3)C2)c1 (centres undefined)	?	nt	nt	-7	6%	nt	nt
CCCCN(C)CCCNC(=O)Cn1ncc2c3ccccc3n(Cc3ccccc3F)c2c1=O	?	nt	nt	1	?	nt	nt
Cc1noc(C)c1Cc1ccc(C(=O)NC2CCc3n[nH]c(=O)n3CC2)o1 (centres undefined)	26%	6%	4%	1	-9%	i	?
CCc1ccc(C2=CC(c3c(F)cccc3Cl)n3c(nc4ccccc43)N2)cc1 (centres undefined)	?	nt	nt	3	?	nt	nt
Cc1c(Cl)cccc1NC(=O)CCOc1ccccc1	-15%	nt	nt	-9	4%	nt	nt
CCC1(O)CCC12CCN(C(=O)c1ccc(OC)cc1)CC2 (centres undefined)	8%	nt	-20%	17	-5%	2%	-12%
O=C1CCCN1CCC1CCN(Cc2cccc(OCC(O)CN3CCOCC3)c2)CC1 (centres undefined)	-19%	10%	-4%	-1	-4%	-21%	2%
CCCCCC(=O)Nc1nc2c(s1)C[C@@H]1[C@](C)(CO)[C@H](O)CC[C@@]1(C)[C@@H]2CC(=O)NC1CCCCC1	-28%	2%	?	-8	-11%	-12%	-28%
CCn1c(SCC(=O)c2ccccc2)nnc1-c1cccc(Cl)c1	22%	nt	nt	23	-5%	nt	nt
COc1ccc(CCNC(=O)c2ccc(-n3c(C)cc4c3CCC(C)C4)cc2)cc1OC (centres undefined)	?	nt	nt	1	-14%	nt	nt
COc1cc(OC)cc(C(=O)N2CCC3(CC2)N=C(c2ccccc2)NO3)c1	19%	10%	i	-2	14%	i	-5%
O=C(NCC1CN(CC2CC2)CC12CN(c1ccccc1)C2)c1ccccc1 (centres undefined)	?	9%[172 µM]	89µM*	-1	-21%[87.6 µM]	i	?
CCOC1CCOC2(CCN(C(=O)c3ccc(C)nc3)CC2)C1 (centres undefined)	1%	nt	-17%	9	11%	i	-8%
CCOC(=O)c1ccccc1NC(=O)CSc1nccn1Cc1ccco1	6%	nt	nt	-6	3%	nt	nt
Cc1nn2c(c1-c1ccccc1N1CCCC1)N(C(=O)c1ccn(C)n1)CCC2	0%[87.6 µM]	-2%[172 µM]	?	7	2%[87.6 µM]	i	?
Cc1ccc(NC(=O)CN(C)S(=O)(=O)c2ccc3c(c2)n(C)c(=O)c(=O)n3C)cc1F	-10%	nt	nt	-1	11%	nt	nt

Screening results (PubChem BioAssay)
